# Screening results from PubChem BioAssay.
# PAX8 reporter: PAX8 transcriptional activity inhibition | AID 652154 | inhibition, % at 12.6 µM | RMG-I TPO-luciferase reporter, SteadyGlo, 24 h | 1.2% of 360,000 active;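 active = mean replicate inhibition at least 60% with every replicate also reaching 60%; inconclusive = only one of the two criteria is met; inactive = mean below 60% and not all replicates reaching 60%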;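 note: luciferase light reporting Pax8 driven TPO promoter activity; plate controls were median of neutral control wells for no effect and mitoxantrone controls for full effect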
# EWS-Fli inh: inhibitors of EWS/Fli oncoprotein transcriptional activity; A673 NR0B1-luciferase reporter, viability-normalised; inhibition, % at 12.6 µM; 0.67% of 350,000 active; AID 651661;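 active = mean inhibition of at least 50% after viability correction, with every replicate also passing that limit; inconclusive = mean reaches 50% but only one of two replicates passes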;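 note: firefly luciferase signal divided by Alamar Blue viability fluorescence both relative to DMSO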
# F508del corr: CFTR F508del correction in bronchial cells | CFBE cells, YFP halide quenching; stimulated with forskolin plus potentiator P3; % fluorescence drop versus neutral controls | activity (quench increase), % at 7.58 µM | 0.36% of 350,000 active | AID 720511;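 active = mean added fluorescence quench of at least 8% versus neutral control, with both replicates also reaching 8%; inconclusive = only one of the mean or replicate conditions met; inactive = mean below 8% and not both replicates reaching 8%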;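 note: cells transiently co-express mutant CFTR-F508del with the halide-sensitive YFP; corrector assay measuring rescue of mutant channel to the surface after 24 h compound exposure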
# GSIS activator: primary screen for activators of insulin secretion dependent on glucose, INS-1E cells, GLuc reporter luminescence | INS-1E GLuc reporter insulin secretion, 2-3 h | activation, % at 16.6 µM | 0.61% of 370,000 active | AID 743287;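 active = lowest replicate activation of at least 40%, so every replicate reaches that level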;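 note: 0% = median of neutral control wells and 100% = median of IBMX positive control wells; some compounds called inactive have numbers as strong as hits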
# DENV2 CPE rescue: DENV2-induced cell death inhibition; DENV2-infected cells, cytopathic effect rescue, plate reader; 1.7% of 350,000 active; CPE inhibition, % at 9.99 µM; in the data active = CPE inhibition above about 20%, passing the limit was not always enough; inconclusive = no clear call, values can overlap the other calls; tested in BHK-21 cells;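 note: 0% = median of neutral control wells and 100% = median of positive control wells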
# miR122 inh: inhibitors of miR-122 in Huh7 cells; activation (reporter increase), % at 12.5 µM; 0.3% of 340,000 active; Huh7 miR-122 Renilla luciferase sensor, 48 h; neutral wells = 0, positive control = 100;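 active = mean replicate activation score at least 90 and every replicate individually at or above 90; inconclusive = only one of the two criteria met; inactive = neither criterion met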;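 note: higher luciferase means less miR-122 activity so hits act as miR-122 inhibitors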
# FN deposit inh: fibronectin deposition inhibition; AID 743247; 0.086% of 350,000 active; AH1F fibroblasts, Alexa488-fibronectin deposition fluorescence, overnight; inhibition, % at 12.6 µM;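 active = mean inhibition across replicates of 30% or more, regardless of how many single replicates reach that level; inconclusive = mean under 30% yet at least half of replicates reach 30%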;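 note: positive control wells lacked labelled fibronectin entirely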
#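 Assay system: AH1F fibroblasts assembling fluorescent fibronectin matrix; Amount: 10000 AH1F cells per well; Buffer or medium: DMEM, 2% serum; Probe or stimulus: Alexa488-fibronectin, 24 nM final in well; Doses: single compound dose, delivered by pin transfer; Incubation: 1 h adhesion, overnight exposure; Measured by: fluorescence 485/525 nm; Read-out: fibronectin deposition inhibition.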
# The depositor's hits bear a star; ? = inconclusive; . = not tested or not shown; & = joins results of further samples; [ ] = another dose, or the depositor's remark.
SMILES,PAX8 reporter,EWS-Fli inh,F508del corr,GSIS activator,DENV2 CPE rescue,miR122 inh,FN deposit inh
C[C@H]1CN([C@@H](C)CO)C(=O)c2cc(-c3cccnc3)cnc2O[C@H]1CN(C)C(=O)c1ccccc1F,.,0,-0.6,22,-2,-2[16.7 µM],.
CCCNC(=O)N1C[C@H](O)COC[C@H]2O[C@@H](CC(=O)N[C@@H]3CCN(Cc4ccccc4)C3)CC[C@@H]21,-7&-17,7&-5,1.2&-0.2,-7&13,-3&-12,-2[16.7 µM],-4&16
CSc1nsc(SCC(=O)Nc2cccc(C(=O)O)c2)n1,4,3,0.0,23,9,-3,8
O=C(CSc1nnnn1C1CCCC1)N1CCCCC1,-149,-53,1.2,6,-8,-4,6
COc1ccc(C(=O)O)cc1S(=O)(=O)N(CCc1ccccc1)Cc1ccccc1,10,1,-1.6,-31,1,0,-7
CCNC(=S)N(CCN(CC)CC)Cc1cc2cc3c(cc2[nH]c1=O)OCCO3,-11,11,0.0,8,3,18,0
O=C(Nc1ccc(N2CCN(C(=O)c3cccs3)CC2)cc1)c1ccc(F)cc1,16,-8,0.4,3,2,.,-4
CCCN(C)C[C@H]1OCCCC[C@@H](C)Oc2ccc(NC(=O)Nc3ccc(C(F)(F)F)cc3)cc2C(=O)N([C@@H](C)CO)C[C@H]1C,4,0,1.5,13,11,0[16.7 µM],.
O=[N+]([O-])c1cc(Cl)ccc1NCCc1ccccn1,-14,-35,0.5,14,-1,-8,-1
O=C(Nc1ccc2c3c(cccc13)CC2)c1ccccc1,-10,-20,-2.8,.,0,4,-1
Cc1ccc(-n2ncc3c2CC(C)(C)CC3NC(=O)c2cc[n+]([O-])cc2)cc1 (stereo not drawn),3,-2,-0.8,-3,0,-5,0
CCOc1ccc(S(=O)(=O)/N=C(\N)c2ccccc2)cc1,20,6,-1.7,-8,13,.,-1
Cc1cc(SCC(=O)NN)c2cc(Br)ccc2n1,2,-12,2.0,8,1,-12,-2
O=C(NCc1ccco1)c1ccc(N2CCCC2=O)cc1,-17,.,.,.,.,-6,1
O=C(COC(=O)c1ccco1)NCc1ccc(F)cc1,-15,-6,0.2,-1,-2,-4,.
O=c1c2ccccc2nc(-c2cccs2)n1-c1cccc2ccccc12,-9,24,5.2,7,-2,-9,7
S=c1[nH]nc(-c2ccc(Cl)cc2)n1-c1ccc2c(c1)OCCO2,13,.,.,19,.,.,-3
N#C[C@@H]1[C@H](c2ccc(-c3cccc(F)c3)cc2)[C@H](CO)N1S(=O)(=O)c1cccc(F)c1,-6,9,-0.3,-12,-19,.,4
CC(C)Oc1ccc(C(CC(=O)O)n2cnnn2)cc1 (stereo not drawn),8,1,.,-5,5,-6,.
COc1ccccc1CNC(=O)C1COc2ccccc2O1 (stereo not drawn),-84,.,.,41,.,-8,1
COc1ccc(Cc2nnc(SCC(=O)Nc3ccc(N4CCOCC4)cc3)o2)cc1,-8,-12,-2.0,4,0,-1,2
CC1=CC(=O)CC(C)(C)C1(O)/C=C/C(C)=C/C(=O)O (stereo not drawn),.,-4,-3.0,10,?,4,.
COc1ccc(C(=O)NCC(=O)OCC(=O)c2ccccc2Br)cc1OC,12,5,-2.1,12,-5,-7,-6
Cc1noc(C)c1S(=O)(=O)Nc1ccc2c(c1)C(=O)N([C@@H](C)CO)C[C@@H](C)[C@H](CN(C)S(=O)(=O)c1ccc(Cl)cc1)OCCCC[C@H](C)O2,0,-7,1.9,4,-2,-12[16.7 µM],-8

# Already shown: 4 of the compounds above.
SMILES,PAX8 reporter,EWS-Fli inh,F508del corr,GSIS activator,DENV2 CPE rescue,miR122 inh,FN deposit inh
COc1ccccc1CNC(=O)C1COc2ccccc2O1 (stereo not drawn),-84,.,.,41,.,-8,1
COc1ccc(Cc2nnc(SCC(=O)Nc3ccc(N4CCOCC4)cc3)o2)cc1,-8,-12,-2.0,4,0,-1,2
CC1=CC(=O)CC(C)(C)C1(O)/C=C/C(C)=C/C(=O)O (stereo not drawn),.,-4,-3.0,10,?,4,.
COc1ccc(C(=O)NCC(=O)OCC(=O)c2ccccc2Br)cc1OC,12,5,-2.1,12,-5,-7,-6

# Going on with the list.
SMILES,PAX8 reporter,EWS-Fli inh,F508del corr,GSIS activator,DENV2 CPE rescue,miR122 inh,FN deposit inh
O=S(=O)(c1ccccc1)c1nc(-c2ccccc2)oc1NCCCN1CCOCC1,0,-1,-0.3,3,4,.,2
c1ccc(Oc2ccccn2)cc1,-13,6,0.2,8,?,1,-7
CC1(C)CC(=O)C2=C(C1)OC(N)=C(C#N)C2c1cccs1 (stereo not drawn),8,1,-2.5,-6,5,-3,-4
COCCC(=O)N1CCC(Oc2ccc(C(=O)NC3CCCCC3)cc2)CC1,7,0,-1.2,13,-5,1,-4
CCCCc1c(-c2ccc(OC)cc2)ncn1CCc1ccccc1OC,8,28,1.0,26,0,.,1
COCCOC(=O)N1C(=O)[C@@]2(c3cc(C#CC4=CCCCC4)ccc31)[C@H](C(=O)NC[C@H](O)c1ccccc1)[C@H]1C(=O)O[C@H](c3ccccc3)[C@H](c3ccccc3)N1[C@@H]2c1ccc(O)cc1,-1,0,-2.0,.,-6,.,.
CC(=NOC(=O)c1ccc(F)cc1)c1nccs1,-14,7,-3.9,20,7,-6,-7
Cc1ccc2c3c1C1(C(=O)N3C(C)(C)CC2C)C(C#N)=C(N)Oc2cc(O)ccc21 (stereo not drawn),16,.,.,.,.,4,3
Cc1cccc(N2CC(c3nc4ccccc4[nH]3)CC2=O)c1 (stereo not drawn),0,11,1.4,4,5,.,4
O=C(COC(=O)c1ccc(Cl)c(Cl)c1)Nc1cccnc1Cl,-1,.,.,23,.,.,4
Cc1ccccc1OCCC(=O)OCC(=O)NCCc1ccc(S(N)(=O)=O)cc1,-19,5,5.0,4,47*,-7,2
COc1ccc(-c2noc(CN(C)CCC3CCCCO3)n2)cc1 (stereo not drawn),3,-1,.,2,3,0,.
Cc1noc(C)c1NC(=O)Nc1cccc2c1O[C@@H](CN(C)S(=O)(=O)c1ccccc1)[C@@H](C)CN([C@@H](C)CO)C2=O,-22,4,1.9,25,.,1[16.7 µM],.
CN1C(=O)c2cc(NC(=O)c3cscn3)ccc2OC[C@@H]2O[C@H](CC(=O)N3CCOCC3)CC[C@H]21,-2,-12,0.8,8,0,-5[16.7 µM],0
CN1C(=O)c2cc(NC(=O)c3cccc(F)c3)ccc2OC[C@H]2O[C@H](CC(=O)NCc3ccccc3)CC[C@H]21,?,3,2.8,-19,.,-21[16.7 µM],-17
O=C(N/N=C/c1ccccc1O)c1cc[n+]([O-])cc1,-14,-9,1.0,4,-1,6,-1
CCN1CC(=O)N2[C@H](CO)[C@H](c3ccc(-c4ccccc4F)cc3)[C@@H]2C1,-4,-1,-0.7,14,-3,.,.
CO[C@H]1CN(C)C(=O)c2ccc(NC(=O)Nc3ccccc3F)cc2OC[C@@H](C)N(C)C[C@@H]1C,.,-3,0.9,18,7,-1[16.7 µM],-26
COCC(=O)N1CC2(C1)[C@H](c1ccccc1)[C@H](CO)N2C(=O)c1ccncc1,-1,-11,-2.7,5,4,.,.
CCOc1ccccc1NS(=O)(=O)c1ccc(-c2cnc(C3CC3)o2)cc1,76*,.,3.4,15,-4,127*,9
CC(C)CN(C(=O)CN1C(=O)C2CCCCC2C1=O)c1c(N)n(Cc2ccccc2)c(=O)[nH]c1=O (stereo not drawn),13,.,-1.3,2,-3,.,2
CCOC(=O)C1CCCN(S(=O)(=O)NC[C@H]2O[C@@H](n3cnc4c(N)ncnc43)[C@H](O)[C@@H]2O)C1 (stereo partly drawn),-8,3,-1.3,-3,-3,-1,-3
Cc1noc(C)c1S(=O)(=O)Nc1ccc2c(c1)CC(=O)N([C@H](C)CO)C[C@H](C)[C@H](CN(C)S(=O)(=O)c1cn(C)cn1)O2,-20,-7,0.1,12,-2,1[16.7 µM],.
CCOC(=O)c1sc2c(c1C)c(=O)n(Cc1ccccc1)c(=O)n2CCN(C)C,-11,-7,2.6,-5,3,-9,-8
C[C@@H]1CCCCO[C@H](CN(C)Cc2ccncc2)[C@@H](C)CN([C@@H](C)CO)C(=O)c2cc(NC(=O)Nc3ccc4c(c3)OCO4)ccc2O1,-14,3,-2.1,-21,28*,8[16.7 µM],.
Cc1cc(SCC(=O)NCC(c2cccs2)N2CCOCC2)c(C)cc1Br (stereo not drawn),24,4,0.4,-27,-1,-1,-10
CCN(CC)CCN=c1c(C)nc(C#N)c(N)n1O,3,3,-0.7,-4,1,-3,1
CSc1nsc(SCC(=O)Nc2nncs2)n1,17,8,0.0,17,-2,.,.
CCN(CC)C(=O)c1ccc2c(=O)n(Cc3cccc(Br)c3)c(=S)[nH]c2c1,3,-21,4.4,.,7,.,4
C[C@@H]1CN([C@@H](C)CO)C(=O)c2cc(NC(=O)Nc3ccc4c(c3)OCO4)ccc2O[C@H]1CN(C)S(=O)(=O)c1ccccc1,.,-9,0.8,-5,.,8[16.7 µM],.
COC(=O)C[C@H]1C=C[C@H](NS(=O)(=O)c2cn(C)cn2)[C@@H](CO)O1,-22,2,-4.0,-2,6,.,-4
Cc1cc(C)n(C(C)CC(=O)Nc2ccc(-c3ccno3)cc2)n1 (stereo not drawn),-8,.,-2.1,22,-8,-3,16
Cc1ccc(OC(C)C(=O)Nc2ccncc2)cc1 (stereo not drawn),5,-3,-0.3,-4,-5,-5,10
CC(=O)N1[C@@H]2Cn3c(ccc(-c4ccccc4F)c3=O)[C@H]1[C@@H](C(=O)NC1CCC1)[C@@H]2CO,-12,-7,0.1,9,?,0[16.7 µM],.
O=C(c1cccc(F)c1)N1CC(=O)N2[C@H](C1)[C@@H](c1ccc(-c3cccnc3)cc1)[C@@H]2CO,.,.,-4.6,10,-4,.,.
CO[C@@H]1CN(C)C(=O)c2ccc(NC(C)=O)cc2OC[C@@H](C)N(CCC(F)(F)F)C[C@@H]1C,-16,0,1.1,3,0,.,9
O=C(CC(F)(F)F)N1C[C@@H]2[C@H](c3ccccc31)[C@H](CO)N2C(=O)c1ccncc1,0,3,-0.4,13,-5,0[16.7 µM],-7
CO[C@H]1CN(C)C(=O)c2ccc(NC(=O)Nc3ccc(Cl)cc3)cc2OC[C@H](C)NC[C@@H]1C,.,0,1.4,-9,.,5[16.7 µM],4
O=C(O)CCC(=O)N1CCC[C@H]1C(=O)O,-11,-4,2.0,.,2,8,6
COc1ccc2oc3ccc(OC)cc3c(=O)c2c1,-154,.,.,-5,.,-4,.
O=C(COC(=O)CCSc1ccccc1)Nc1cc(F)ccc1F,-17,-13,6.7,.,-6,.,4
CC1CCCCN1CCNC(=O)c1ccc2c(c1)N(Cc1ccccc1F)C(=O)c1ccccc1S2=O (stereo not drawn),20,9,0.9,16,-1,.,-2
CSc1ccccc1NC(=O)COc1ccc2c(c1)OCO2,-69,-15,-0.8,-23,17,.,.
COc1ccc(-c2ccc3oc(-c4ccsc4)c(-c4ccc(OC)cc4)c3c2)cc1,-12,1,5.4,5,5,6,-2
O=C(NCC1CC1)[C@H]1[C@H](CO)[C@H]2Cn3c(cccc3=O)[C@H]2N1CCC(F)(F)F,-3,-4,-1.9,2,1,8[16.7 µM],.
C/C=C/c1ccc([C@@H]2[C@@H](CO)N(C(C)=O)[C@H]2CNC(=O)CC2CC2)cc1,4,-6,-0.8,-11,-5,-14[16.7 µM],-16
CCCSc1nnc(CNC(=O)C23CC4CC(CC(C4)C2)C3)n1Cc1ccccc1,27,14,.,-20,-6,-4,1
O=C(NNc1ccccn1)C(c1ccccc1)c1ccccc1,23,7,-2.3,-5,8,1,-18
